Screens as filed in PubChem BioAssay.
TRPV1 agonist: agonists of human vanilloid receptor 1 (TRPV1); hit rate 0.19% among 320,000; AID 540275; activation, % at 8.33 µM; Q8NER1; TRPV1-expressing cells, Fluo-8 calcium influx, agonist mode; in the data active = activation above about 80%; inconclusive = between about 30% and that limit; also: 0% is about no effect
Target sequence (Q8NER1 whole entry, looked up): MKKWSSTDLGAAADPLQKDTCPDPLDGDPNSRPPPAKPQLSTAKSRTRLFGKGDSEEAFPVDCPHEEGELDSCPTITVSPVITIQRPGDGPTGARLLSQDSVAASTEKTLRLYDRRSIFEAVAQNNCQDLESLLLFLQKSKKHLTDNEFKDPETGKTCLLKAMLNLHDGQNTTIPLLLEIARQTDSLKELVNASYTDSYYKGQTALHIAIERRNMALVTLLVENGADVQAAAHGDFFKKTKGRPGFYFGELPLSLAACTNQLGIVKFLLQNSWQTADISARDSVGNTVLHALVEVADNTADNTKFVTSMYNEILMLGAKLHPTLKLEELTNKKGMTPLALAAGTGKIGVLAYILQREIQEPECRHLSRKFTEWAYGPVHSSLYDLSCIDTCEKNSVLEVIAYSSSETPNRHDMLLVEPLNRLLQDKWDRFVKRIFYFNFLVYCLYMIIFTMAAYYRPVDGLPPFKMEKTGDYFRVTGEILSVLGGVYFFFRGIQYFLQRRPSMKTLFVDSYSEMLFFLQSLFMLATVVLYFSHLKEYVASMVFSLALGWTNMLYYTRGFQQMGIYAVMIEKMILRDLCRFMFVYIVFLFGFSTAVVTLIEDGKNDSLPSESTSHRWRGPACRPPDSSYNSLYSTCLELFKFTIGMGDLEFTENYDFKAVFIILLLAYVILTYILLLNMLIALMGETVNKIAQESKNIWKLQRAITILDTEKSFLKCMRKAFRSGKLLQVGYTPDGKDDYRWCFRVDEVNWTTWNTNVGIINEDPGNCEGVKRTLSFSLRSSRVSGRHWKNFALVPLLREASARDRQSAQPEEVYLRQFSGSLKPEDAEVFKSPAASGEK
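TRPV1-expressing cells were cultured overnight at 35.5C and loaded with Fluo-8 calcium dye for 40 to 90 min at room temperature. After a 10 s baseline, compound was added and calcium influx was read kinetically for 3 min (ex 480/em 520 nm).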
Integrin act MD: integrin-mediated muscular dystrophy alleviation activation; hit rate 0.064% among 350,000; AID 624291; alpha7betagal myoblasts, beta-gal FDG fluorescence, 48 h; Potency, µM (highest dose often 38.3 µM), for inactives: at the top dose activation, most hits filed as activators;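 also: potency is read from the fitted curve at half-maximal effect; 100% = response of the positive control SU9516; nearly all actives have a fitted effect of over 60% in size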
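alpha7betagal+/- myoblasts (passage 13, 250/well) treated 48 h at 37C with compounds at 1:260 dilution of DMSO stock. Lysed, then beta-galactosidase activity read as FDG fluorescence (ex 480/em 540) after 30 min, with pre-read for autofluorescence.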
CXXC DNA block: blocks binding of human MLL CXXC domain to DNA. MLL-CXXC / FITC-HOXA9 DNA fluorescence polarization. hit rate 0.037% among 290,000. Potency, µM (doses to about 115 µM), inactives show at the top dose activity change, negative = inhibition, most hits filed as inhibitors. Q03164; active = well fitted inhibition curve with a large enough effect in the polarisation, with a control signal flat, not every such curve was filed as active; inconclusive = small, poorly fitted or top-dose-only effect, or effect the other way, or a change in a side signal; inactive = no such curve, though single readings can be large or run the other way; the % refers to the polarisation; also: potency is read from the fitted curve at half-maximal effect
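Purified MLL-CXXC (added from a 7 uM solution) was preincubated 5 min at ambient with pinned compounds in 50 mM Tris-HCl pH 7.5, 50 mM NaCl, 1 mM DTT, 0.05% BSA. Fluorescein-labeled HOX-A9 DNA (50 nM solution) followed, 30 min, then polarization read.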
p53 reactivator: re-activators of mutant p53 | H1299 p53-A138V BP100-luciferase reporter, luminescence, 24 h | Potency, µM (doses to about 92.2 µM), without a hit: top-dose activity change, positive = activation, actives largely listed as activators | hit rate 0.063% among 320,000 | AID 504706; also: potency is read from the fitted curve at half-maximal effect; % of control where 0% means no effect; nearly all actives have a fitted effect of over 45% in size
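H1299 (p53-null), stable ts p53-A138V + BP100-Luc; 1000 cells/well, Opti-MEM/10% FBS; cpd 4 pt, 1:5; 24 h, 37 deg C, 5% CO2; detection reagent 10 min RT; luminescence.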
PTAP TSG101 blk: blocks PTAP/TSG101 interaction to inhibit HIV-1 budding; Q99816; AID 493005; Potency, µM (highest dose often 115 µM), inactives show at the highest dose activity change, negative = inhibition, usual class: inhibitors; 340,000 tested, under 10 active; Fluorescence polarization, FITC-PTAP peptide / Tsg101 binding; active = well fitted inhibition curve with a large enough effect in the main read-out, with a control signal flat, not every such curve was filed as active; inconclusive = small, poorly fitted or top-dose-only effect, or effect the other way, or a change in a side signal; inactive = no such curve, though single readings can be large or run the other way; also: potency is read from the fitted curve at half-maximal effect; % of control where 0% means no effect
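Fluorescence anisotropy tracks displacement of a FITC-tagged PTAP peptide (50 nM) from the Tsg101 binding domain (10 uM), following a 20 min room-temperature incubation at pH 7.5.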
TCR act: activates T cell receptor signaling; primary human leukocytes, anti-CD3, IL-2 HTRF, 48 h; Potency, µM (doses to about 9.22 µM), for the others: at the highest dose activation of IL-2 secretion, most hits filed as activators; 330,000 tested, under 10 active; also: % of control where 0% means no effect
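48 hr co-incubation of compounds, a-CD3 beads and primary human leukocytes; IL-2 quantified homogeneously by HTRF with anti-IL-2 K and d2 conjugates.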
BRCA1 expr up: increases BRCA1 expression; MCF7-BRCA1-FFLuc reporter, luminescence, 48 h; response scale: scaled: vehicle 0%, 10 µM genistein 100%; Potency, µM (titrated, usually from 46.1 µM), for the others: top-dose activation, usual class: activators; hit rate 1.1% among 380,000; AID 624202; also: potency is read from the fitted curve at half-maximal effect; nearly all actives have a fitted effect of over 80% in size; some results filed as inactive show a strong effect at the top dose
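Luminescence from a BRCA1-driven firefly luciferase in MCF7 cells was read after 48 h compound exposure at 37 C. Data normalized against DMSO and a 10microM genistein activation control, then curve-fitted across the titration.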
B2AR arrestin: beta2AR (human) beta-arrestin recruitment activity; P07550; beta-arrestin recruitment to beta2AR, cell-based reporter; Potency, µM (top dose mostly 46.1 µM), for inactives: at the top dose activation, most hits filed as activators; hit rate 0.02% among 330,000; AID 492947;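 also: potency is read from the fitted curve at half-maximal effect; 0% = DMSO controls and full agonism = EC100 isoproterenol or metaproterenol; nearly all actives have a fitted effect of over 65% in size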
ELG1 repair inh: ELG1-dependent DNA repair inhibition | Potency, µM (top dose mostly 46.1 µM), for the others: at the highest dose activity change, negative = inhibition, actives largely listed as inhibitors | hit rate 2.3% among 330,000 | AID 504467 | HEK293T ELG1-luciferase reporter, luminescence, 16 h; DNA damage induced by 5-fluorouridine; also: potency is read from the fitted curve at half-maximal effect; % is scaled to controls: 0 for no effect and ±100 for the full control effect; nearly all actives have a fitted effect of over 55% in size
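5-Fluorouridine DNA damage + compound/DMSO, 2,000 cells/well, 16 h, 37 °C/5% CO2. ONE-Glo, 30 min RT, luminescence. Readout = decrease in reporter signal.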
AT treatment: potential ataxia-telangiectasia treatments restoring KAP-1 phosphorylation. […] A-T fibroblasts, KAP-1 phosphorylation AlphaLISA; neocarzinostatin DNA damage 30 min before lysis. Potency, µM (titrated, usually from 57.5 µM), for inactives: at the top dose activation, usual class: activators. hit rate 0.19% among 320,000; also: potency is read from the fitted curve at half-maximal effect; % of control where 0% means no effect; nearly all actives have a fitted effect of over 45% in size
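ATM-like activity read as KAP-1 phosphorylation via AlphaLISA donor/acceptor antibody pairs after lysis and 6 hr at 25C. Cells were ATM-null patient fibroblasts ([…], hTERT), dosed 60 min, then exposed to the DSB inducer NCS for 30 min.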
* = called active by the depositor; ? = inconclusive; . = not tested or not shown; [ ] = dose if it differs, or a comment. Unless noted, calls follow the shape of the dose curve; as a rule, active = well fitted curve in the direction sought with a large enough effect; inconclusive = small, poorly fitted or top-dose-only effect, or another doubt; inactive = no such curve, though single readings can be large; an effect the other way counts as inactive or inconclusive.

SMILES	TRPV1 agonist	Integrin act MD	CXXC DNA block	p53 reactivator	PTAP TSG101 blk	TCR act	BRCA1 expr up	B2AR arrestin	ELG1 repair inh	AT treatment
CCOc1ccc(CN=C(N)N=C(N)N)cc1Cl	1.2	-17.2%	-12.0%	22.6%	-10.1%	7.3%	-28.9%	-0.1%	-10.8%	0.7%
Cc1[nH]c(C)c(S(=O)(=O)NCc2ccc(N(C)C)cc2)c1C(=O)N1CCCC1	-0.3	-12.2%	16.4%	-3.8%	1.0%	5.0%	-4.9%	0.4%	-0.7%	-5.2%
CCOC(=O)c1c(C)[nH]c(C(=O)COC(=O)COc2ccc(OC)cc2)c1C	7.7	12.0%	1.4%	-6.3%	-3.4%	-2.7%[46.1 µM]	12.8%	-2.1%	7.7%	2.5%
CN(C)c1cccc(C(=O)OCC(=O)NC2CCCC2)c1	27.8	1.6%	17.4%	4.4%	-0.8%	0.3%	1.4%	0.3%	-11.6%	14.8%
COc1ccc(CNS(=O)(=O)c2ccc3c(c2)N(C(C)=O)CC(C)S3)cc1 (centres undefined)	0.7	-18.7%	-18.3%	-2.4%	-2.3%	-3.6%	-25.6%	-0.2%	?	15.2%
O=C1c2ccccc2C(=O)N1c1ncn[nH]1	-2.6	25.6%	7.4%	-3.1%	-4.6%	-3.2%	7.4%	4.1%	0.0%	-5.5%
Cc1cccc(CCNC(=O)C2CCN(S(=O)(=O)c3c(C)noc3C)CC2)c1	-1.8	-3.2%	-3.8%	-2.2%	-2.8%	2.5%	7.2%	-0.9%	0.3%	6.5%
CCN1C(=O)[C@H]2[C@@H](c3ccc(-c4ccc(F)cc4)c(OC)c3)N3CCC[C@@]3(C(=O)OC)[C@H]2C1=O	1.6	-5.0%	.	8.0%	1.0%	-9.7%	-2.1%	0.2%	-4.3%	16.9%
Cc1nc2c(-c3ccc(F)cc3)c(C)nn2c(C)c1CCC(=O)NCCN1CCOCC1	-2.3	18.4%	6.8%	0.5%	-5.0%	-0.8%	-10.5%	0.3%	5.8%	0.6%
COc1ccccc1/C=C/C(=O)OCC(=O)Nc1ccccc1Sc1ccccc1	5.8	0.0%	4.3%	1.8%	0.2%	4.0%[46.1 µM]	-11.8%	-0.9%	-3.4%	9.9%
COC(=O)c1cc(S(=O)(=O)Nc2c(C)cccc2C)cn1C	0.9	-1.4%	-7.6%	7.1%	-2.7%	1.4%	-6.6%	-0.4%	-13.7%	4.7%
Cc1ccc(OCC(=O)N/N=C/c2cccnc2)cc1	-0.1	7.0%	4.3%	1.6%	0.2%	-3.2%	-8.1%	0.0%	13.8%	5.9%
O=C(CNC(=O)c1ccccc1)N/N=C/c1cc(Br)ccc1O	-2.6	-14.2%	14.3%	25.8%	0.4%	-0.3%[46.1 µM]	-89.8%	-0.1%	-29.4%	2.0%
N/C(=N\OC(=O)Cc1ccccc1)c1ccc([N+](=O)[O-])cc1	-3.1	12.0%	-2.1%	29.4%	-2.1%	4.1%[46.1 µM]	32.4%	0.3%	15.8%	6.4%
Cc1ccc(CNC(=O)CN2C(C)CCCC2C)cc1 (centres undefined)	0.2	-12.3%	2.9%	-0.6%	-4.4%	-3.2%	-2.7%	0.1%	2.2%	0.5%
CC(C)CC(=O)Nc1ccc(S(=O)(=O)Nc2nccs2)cc1	2.8	12.0%	-4.0%	.	0.0%	3.9%	1.5%	-1.1%	2.0%	2.0%
Cc1ccc(/C=N/NC(=O)c2c[nH]c3ccccc23)o1	-2.4	-17.8%	-0.6%	6.5%	-7.4%	-1.4%	47.3%	0.0%	7.2%	-0.9%
O=S(=O)(c1ccc(N2CCN(S(=O)(=O)c3ccccc3)CC2)nc1)N1CCCC1	0.8	1.6%	-5.5%	3.3%	-0.7%	-16.8%	-7.3%	0.3%	?	-3.0%
CCC1CCCCN1C(=O)COC(=O)c1cc(Br)ccc1Cl (centres undefined)	19.0	-9.8%	7.7%	-0.6%	0.0%	1.7%	-19.9%	0.0%	7.0%	0.9%
COC(=O)C1(C)CCc2cc(OC)ccc2C1=O (centres undefined)	-2.6	4.9%	1.6%	.	-0.4%	3.7%[46.1 µM]	27.2%	-2.0%	.	10.4%
O=C(C1CCN(C2CC(=O)N(c3cccc(Cl)c3)C2=O)CC1)N1CCCC1 (centres undefined)	-0.4	8.5%	2.9%	-1.8%	-5.4%	-3.6%	5.5%	0.2%	9.8%	.
COc1ccc(NC(C)=O)cc1CNC(=O)CN1CCOCC1	0.2	19.6%	4.9%	11.4%	0.5%	2.7%	28.2%	-0.5%	-0.6%	1.8%
CN(C)C1(CNC(=O)Nc2ccccc2)CCCCC1	-1.5	6.2%	1.6%	-4.5%	-1.1%	1.8%	1.1%	-0.5%	20.5%	1.3%
CCC(C)c1ccc(S(=O)(=O)Nc2cccnc2)cc1 (centres undefined)	6.9	5.9%	11.0%	1.4%	-2.5%	14.5%	-23.0%	-0.8%	?	-9.8%
CN(C)c1cc2c3ccccc3n(C)c2cc1N	.	22.9%	.	.	-1.8%	-6.0%	-58.3%	.	.	.

Filtered by structure: those above containing fluorine
SMILES	TRPV1 agonist	Integrin act MD	CXXC DNA block	p53 reactivator	PTAP TSG101 blk	TCR act	BRCA1 expr up	B2AR arrestin	ELG1 repair inh	AT treatment
CCN1C(=O)[C@H]2[C@@H](c3ccc(-c4ccc(F)cc4)c(OC)c3)N3CCC[C@@]3(C(=O)OC)[C@H]2C1=O	1.6	-5.0%	.	8.0%	1.0%	-9.7%	-2.1%	0.2%	-4.3%	16.9%
Cc1nc2c(-c3ccc(F)cc3)c(C)nn2c(C)c1CCC(=O)NCCN1CCOCC1	-2.3	18.4%	6.8%	0.5%	-5.0%	-0.8%	-10.5%	0.3%	5.8%	0.6%

(more compounds)
SMILES	TRPV1 agonist	Integrin act MD	CXXC DNA block	p53 reactivator	PTAP TSG101 blk	TCR act	BRCA1 expr up	B2AR arrestin	ELG1 repair inh	AT treatment
CC(=O)Nc1ccc(S(=O)(=O)N(C)CC(=O)OC2CCCCC2=O)cc1 (centres undefined)	2.6	-6.0%	.	7.2%	-0.7%	-2.7%	9.3%	-0.1%	16.9%	0.4%
CC1CC(=O)Nc2ccccc2N1S(=O)(=O)c1ccc(Cl)cc1 (centres undefined)	6.6	12.4%	-0.9%	2.3%	-4.1%	3.4%	9.5%	0.3%	-8.6%	-1.0%
O=C(COc1ccc2ccccc2c1)NNC(=O)Nc1ccccc1F	0.7	0.0%	-2.0%	-10.5%	-13.0%	-2.0%	-1.1%	0.2%	14.2%	3.7%
Cc1c(Cc2c(Cl)cccc2Cl)c(=O)ccn1C(C)c1ccccc1 (centres undefined)	2.7	1.9%	1.5%	-3.1%	0.2%	-1.6%	-19.9%	0.4%	-2.8%	-2.0%
CCOC(=O)C1(CCOc2ccccc2)CCN(Cc2cnc(C)s2)CC1	?	34.7%	-7.1%	-1.1%	2.8%	.	1.3%	-0.7%	-11.9%	1.6%
COc1ccc(C(=O)O)cc1S(=O)(=O)Nc1cc(Cl)ccc1N1CCOCC1	-3.1	15.5%	.	-12.1%	-8.0%	4.9%	-7.3%	0.3%	-7.0%	1.2%
COc1ccc(CCNC(=O)CSc2nnc(Cn3c(=O)sc4ccccc43)n2C)cc1OC	1.2	0.9%	-7.3%	-5.2%	-3.4%	1.5%	1.9%	-0.3%	-0.9%	-4.1%
CCN(CC)CCC(=O)Nc1cccc2c1C(=O)c1ccccc1C2=O	0.4	-69.8%[inhibitor]	?	7.9%	-5.0%	-31.7%	-64.5%	0.3%	?	-0.8%
O=S(=O)(N/N=C/c1cccnc1)c1ccc(Cl)c(Cl)c1	8.1	1.5%	-9.5%	-1.5%	-0.8%	-1.3%	0.7%	-0.3%	9.3%	-6.3%
Cc1ccc(C)c(SCC(=O)OCC(=O)Nc2ccc(S(=O)(=O)N3CCOCC3)cc2)c1	2.3	-5.4%	-4.6%	-4.8%	-3.0%	-4.3%	15.4%	-0.7%	8.5%	5.0%
O=[N+]([O-])c1ccc2nc(SCc3cn4ccccc4n3)[nH]c2c1	-1.2	-15.2%	-14.0%	-5.6%	0.5%	4.8%[46.1 µM]	-6.6%	-0.1%	16.4%	5.7%
CS(=O)(=O)N(CC(=O)NCc1ccco1)c1cccc([N+](=O)[O-])c1	2.0	-11.0%	2.8%	13.0%	-5.4%	-1.5%	-8.6%	-0.2%	5.8%	3.5%
Cc1cc(C)cc(NC(=S)Nc2ccc3cn[nH]c3c2)c1	26.9	10.8%	0.6%	-0.1%	0.7%	-12.7%[46.1 µM]	33.3%	0.3%	?	4.8%
CCOCC(=O)N1CCN(c2ccccc2OC)CC1	-1.9	14.5%	-7.7%	9.4%	-0.9%	1.4%	0.0%	-0.4%	11.9%	-0.3%
CCn1c(=O)n(CC(=O)N2CCN(c3ccccc3F)CC2)c(=O)c2ccccc21	-5.3	-36.9%	0.7%	0.8%	-1.1%	4.2%	-6.7%	-1.0%	-12.2%	2.5%
Cc1cccc(/C=N/NC(=O)c2ccncc2)n1	-2.0	2.5%	-12.3%	-2.8%	-0.8%	0.0%	-35.4%	0.2%	0.0%	5.7%
